CCHFV vOTU inh: blocks the CCHF virus ovarian tumor domain protease; 370,000 tested, 0.55% active; inhibition, % at 11.5 µM; CCHFV vOTU protease, Pep-AMC fluorescence; in the data active means inhibition above about 30%; further: 0% = vehicle wells with enzyme and 100% = no enzyme wells
UGM FP inh: blocks M. tuberculosis UGM enzyme | purified UGM, fluorescence polarization probe displacement | inhibition, % at 10 µM | 320,000 tested, 0.06% active; in the data active means inhibition above about 10%, passing the limit was not always enough
PrPC TRFRET: reduces human prion protein on the cell surface. P04156. 370,000 tested, 0.43% active. cell surface PrPC, TR-FRET read-out. inhibition, % at 13.8 µM; in the data active means inhibition above about 24%; further: 0% = median of the test wells and 100% = reference compound wells
Active calls of the source: *.

What do the screens show for `CCc1cc(=O)oc2c(CNC(Cc3ccccc3)C(=O)O)c(O)ccc12` (stereo not given)?
CCHFV vOTU inh: -61; UGM FP inh: -1.8; PrPC TRFRET: 0

Assay outcomes from PubChem BioAssay.

Not all compounds are listed (hit frequency here may not be typical).
